Tau fluor cs: Counterscreen qHTS for Inhibitors of Tau Fibril Formation, Fluorescence Polarization; tau K18 P301L Alexa594 fluorescence, heparin fibrillization; Potency, µM (top dose mostly 57.7 µM), for the others: at the top dose activity change, negative = decrease; 0.93% of 280,000 active; AID 1463, 2008; also: % is scaled to controls: 0 for no effect and ±100 for the full control effect; nearly all actives have a fitted effect of over 55% in size
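Human tau K18 P301L (15 uM unlabeled, 0.24 uM Alexa 594-labeled) in 100 mM sodium acetate pH 7 with 20 uM heparin, 6 hr at 37 C. ThT 30 uM added, 1 hr ambient; Alexa 594 FP and total fluorescence read at 555/632 nm.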
aGal spleen mod: qHTS Assay for Inhibitors and Activators of Human alpha-Galactosidase From Spleen Homogenate; 0.008% of 240,000 active; human spleen homogenate, 4MU-alpha-Gal fluorescence, 40 min; AID 2107, 2009; Alpha-galactosidase A (Homo sapiens), P06280; Potency, µM (series often up to 80 µM), for inactives: at the highest dose activity change, negative = inhibition, actives largely listed as inhibitors;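 also: 0% = enzyme with vehicle and -100% = no enzyme basal signal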
Target sequence (P06280 32-429 limits assumed): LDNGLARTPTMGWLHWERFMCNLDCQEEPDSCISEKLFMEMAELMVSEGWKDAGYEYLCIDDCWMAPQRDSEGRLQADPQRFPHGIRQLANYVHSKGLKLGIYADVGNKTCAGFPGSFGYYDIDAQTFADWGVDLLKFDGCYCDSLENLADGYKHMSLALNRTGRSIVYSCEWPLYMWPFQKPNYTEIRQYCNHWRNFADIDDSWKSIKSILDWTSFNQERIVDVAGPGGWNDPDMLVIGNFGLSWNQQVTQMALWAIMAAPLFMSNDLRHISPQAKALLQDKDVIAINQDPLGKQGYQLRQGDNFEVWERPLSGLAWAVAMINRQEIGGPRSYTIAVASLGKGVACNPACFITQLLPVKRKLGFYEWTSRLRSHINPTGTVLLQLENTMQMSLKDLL
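Fluorogenic readout (Ex 365/Em 440 nm) of 4-methylumbelliferone released from 1 mM 4-MU-alpha-galactoside by spleen homogenate, 40 min at 37C, pH 5.0. Data normalized to no-enzyme and enzyme controls; Hill-equation AC50 from compound titrations.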
Tau ThT inhib: qHTS for Inhibitors of Tau Fibril Formation, Thioflavin T Binding | recombinant tau K18 P301L, heparin-induced fibrillization, ThT fluorescence | Potency, µM (titrated, usually from 57.4 µM), for inactives: at the top dose activity, negative = inhibition, hits mostly inhibitors | 2.1% of 270,000 active; also: % is scaled to controls: 0 for no effect and ±100 for the full control effect; nearly all actives have a fitted effect of over 55% in size
Target sequence (P10636 561-689 P618L limits assumed): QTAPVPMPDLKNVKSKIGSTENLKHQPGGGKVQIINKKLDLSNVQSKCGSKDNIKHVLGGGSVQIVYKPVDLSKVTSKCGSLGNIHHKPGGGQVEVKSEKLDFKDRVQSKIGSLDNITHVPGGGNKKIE
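Tau K18 P301L fragment (15 uM unlabeled plus 0.24 uM Alexa 594-labeled) in 100 mM sodium acetate pH 7 with compound, fibrillization induced by 20 uM heparin for 6 hr at 37 C. Thioflavin T (30 uM) added, fluorescence read after 1 hr (ex 450, em 510 nm).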
GAA glycogen: qHTS Assay for Inhibitors and Activators of Human alpha-Glucosidase Cleavage of Glycogen. Lysosomal alpha-glucosidase (Homo sapiens), P10253. recombinant GAA, glycogen substrate, Amplex Red glucose oxidase fluorescence. Potency, µM (series often up to 76.4 µM), for inactives: top-dose activity change, negative = inhibition, most hits filed as inhibitors. 0.38% of 300,000 active;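 also: 0% = full enzyme reaction and -100% = no-enzyme basal signal; the screen sought inhibitors and activators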
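qHTS, 1536-well; enzyme 4 nM final; cpd up to 77 uM; substrate bovine liver glycogen 30 ug; 50 mM citrate/phosphate pH 5.0, 0.01% Tween-20; 37 C, 40 min; Amplex Red detection 45 min RT; Hill fit → AC50.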
HTT cytoprotect: qHTS Multiplex Assay to Identify Dual Action Probes in a Cell Model of Huntington: Cytoprotection (ATP) | PC12 HTT-Q103 induced, cytoprotection, ATP luminescence, 40 h | Potency, µM (titrated, usually from 56.4 µM), without a hit: cytoprotection (ATP increase), actives largely listed as activators | 0.14% of 230,000 active | AID 1471, 2008;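 also: % of control where 0% means no effect; nearly all actives have a fitted effect of over 45% in size; toxic huntingtin expression switched on by the ecdysone agonist tebufenozide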
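Quantitative HTS on tebufenozide-induced (100 nM) PC12 cells expressing HTTQ103 exon 1–GFP; compounds tested as a concentration series; survival measured via cellular ATP.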
Tau fibril FP: qHTS for Inhibitors of Tau Fibril Formation, Fluorescence Polarization. K18 P301L tau heparin fibrillization, Alexa594 FP, 6 h. 0.39% of 280,000 active. Potency, µM (titrated, usually from 57.7 µM), for the others: at the highest dose activity, negative = inhibition, hits mostly inhibitors. Microtubule-associated protein tau (Homo sapiens), P10636; also: % is scaled to controls: 0 for no effect and ±100 for the full control effect; nearly all actives have a fitted effect of over 55% in size
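Heparin (20 uM) drove fibril formation of recombinant tau K18 P301L, 15 uM unlabeled with 0.24 uM Alexa 594 label, for 6 hr at 37 C in 100 mM sodium acetate pH 7. Fluorescence polarization (555/632 nm) read 1 hr after 30 uM ThT.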
GAA inhib: qHTS Assay for Inhibitors of Human alpha-Glucosidase as a Potential Chaperone Treatment of Pompe Disease | 0.005% of 200,000 active | Lysosomal alpha-glucosidase (Homo sapiens), P10253 | purified human GAA, 4-MU-alpha-glucoside fluorescence | Potency, µM (doses to about 76.9 µM), for the others: at the highest dose activity change, negative = inhibition, hits mostly inhibitors;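 also: plate controls were uninhibited enzyme wells for no effect and no-enzyme background for full effect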
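Human alpha-glucosidase, 4 nM, pre-mixed with test compounds before 400 uM 4-methylumbelliferyl substrate; 20 min room temperature at pH 5.0. Fluorescence read after pH 10 stop; AC50 values from Hill-equation fits.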
aGlu spleen mod: qHTS Assay for Inhibitors and Activators of Human alpha-Glucosidase From Spleen Homogenate; 0.006% of 240,000 active; AID 2112, 2009; human spleen homogenate, 4-MU-alpha-glucoside fluorescence; Potency, µM (top dose mostly 79.9 µM), without a hit: at the top dose activity change, negative = inhibition, hits mostly inhibitors;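 also: 0% = enzyme with vehicle and -100% = no enzyme basal signal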
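Compounds were titrated against alpha-glucosidase in spleen homogenate at pH 5.0, with 1 mM 4-methylumbelliferyl substrate for 40 min at 37 C. Reactions were quenched with pH 10 NaOH/glycine and fluorescence measured.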
Starred values were filed as active, the others as inactive; & = joins results of further samples; [ ] = remark or other dose. Calls follow the shape of the dose curve; as a rule, active = well fitted curve in the direction sought with a large enough effect; inconclusive = small, poorly fitted or top-dose-only effect, or another doubt; inactive = no such curve, though single readings can be large; an effect the other way counts as inactive or inconclusive. Potency is read from the fitted curve at half-maximal effect.

O=C(Nc1ccc(Cl)cc1)Nc1nnc(Cc2ccc([N+](=O)[O-])cc2)s1 was read as Tau fluor cs -19%, aGal spleen mod -8%, Tau ThT inhib -1%, GAA glycogen 11%, HTT cytoprotect 18%[10 µM], Tau fibril FP -4%, GAA inhib -4% and aGlu spleen mod -5%.
Screening COc1c(C)cccc1C(=O)NC(=S)Nc1ccc2c(c1)Cc1ccccc1-2 returned Tau fluor cs -3%, aGal spleen mod -5%, Tau ThT inhib -13%, GAA glycogen -5%, HTT cytoprotect -3%, Tau fibril FP 3%, GAA inhib 6% and aGlu spleen mod -3%.
CC(=O)Nc1ccc(NC(=O)CSc2nnc(-c3ccc(NS(C)(=O)=O)cc3)n2C)cc1C was read as Tau fluor cs 8%, aGal spleen mod 4%, Tau ThT inhib 3%, GAA glycogen -2%, HTT cytoprotect -19%[10 µM], Tau fibril FP 2%, GAA inhib 6% and aGlu spleen mod 5%.
For COc1ccc(CNC(=O)CN2C(=O)COc3ccc(S(=O)(=O)N4CCC(C)CC4)cc32)cc1 the results were Tau fluor cs -21%, Tau ThT inhib 0%, GAA glycogen -3%&12%[76.3 µM] and Tau fibril FP -9%.
Screening CCOc1cc(CNc2ccc(OC)cc2)cc(Br)c1OCC(=O)NC(C)(C)C returned Tau fluor cs inconclusive, aGal spleen mod -9%, Tau ThT inhib inconclusive, GAA glycogen -22%, HTT cytoprotect -45%[inhibitor], Tau fibril FP 11%, GAA inhib -8% and aGlu spleen mod -2%.
For N#Cc1c(-c2ccccc2)ccn(Cc2ccccc2Cl)c1=O the results were Tau fluor cs -7%, aGal spleen mod 3%, Tau ThT inhib -11%, GAA glycogen 15%, HTT cytoprotect -41%[inhibitor], Tau fibril FP -3%, GAA inhib 9% and aGlu spleen mod -7%.
Screening Cc1ccc(C(=O)Oc2cc(N)n(S(=O)(=O)c3ccc(C)cc3)n2)cc1 returned Tau fluor cs -27%, aGal spleen mod -7%, Tau ThT inhib inconclusive, GAA glycogen 5%, HTT cytoprotect -16%, Tau fibril FP -16% and GAA inhib inconclusive.
COC(=O)c1cc2ccsc2n1CC(=O)N1CCCc2ccccc21 was read as Tau fluor cs 4%, aGal spleen mod 8%, Tau ThT inhib 4%, GAA glycogen -3%, HTT cytoprotect -1%, Tau fibril FP -2%, GAA inhib -1% and aGlu spleen mod -3%.
Screening Cc1[nH]c2ccccc2c1SCC(=O)N1CCCc2ccccc21 returned Tau fluor cs inconclusive, aGal spleen mod -1%, Tau ThT inhib inconclusive, GAA glycogen -13%, HTT cytoprotect 15%[10 µM], Tau fibril FP 11%, GAA inhib -15% and aGlu spleen mod -10%.
`CCOC(=O)C1CCCN(CCC(=O)Nc2cc(C)ccc2C)C1` (stereo not drawn) gave Tau fluor cs -16%, aGal spleen mod 3%, Tau ThT inhib -17%, GAA glycogen 5%, Tau fibril FP -3%, GAA inhib 9% and aGlu spleen mod 9%.
For Cc1ccc(C2NC(=O)NC3=C2CCc2ccccc23)cc1 (stereo not drawn) the results were Tau fluor cs -4%, aGal spleen mod 8%, Tau ThT inhib inconclusive, GAA glycogen -8%, HTT cytoprotect -50%[inhibitor], Tau fibril FP -1%, GAA inhib inconclusive and aGlu spleen mod -2%.
For CC(/C=C/C=C/c1ccccc1)=N/NC(=O)C(O)c1ccccc1 (stereo not drawn) the results were Tau fluor cs 3%, aGal spleen mod 0%, GAA glycogen -2%, HTT cytoprotect -13%[10 µM], Tau fibril FP -10% and aGlu spleen mod 4%.
For O=C(Nc1cccn2ncnc12)c1ccc(Cl)cc1Cl the results were Tau fluor cs 1%, aGal spleen mod -17%, Tau ThT inhib -6%, GAA glycogen 4%, HTT cytoprotect -33%, Tau fibril FP 1%, GAA inhib -2% and aGlu spleen mod -2%.
`O=C(NCc1ccco1)c1ccc([N+](=O)[O-])o1` gave Tau fluor cs 1%, aGal spleen mod 9%, Tau ThT inhib -10%, GAA glycogen 2%, HTT cytoprotect 25%, Tau fibril FP -2%, GAA inhib 1% and aGlu spleen mod 3%.
Screening COc1ccc(C(=O)Nc2cc([N+](=O)[O-])ccc2N2CCN(C)CC2)cc1 returned Tau fluor cs -11%, aGal spleen mod 0%, Tau ThT inhib -13%, GAA glycogen 6%, HTT cytoprotect -20%, Tau fibril FP -10%, GAA inhib -6% and aGlu spleen mod -5%.

Continued (3 carried over from the part before).
For O=C(Nc1cccn2ncnc12)c1ccc(Cl)cc1Cl the results were Tau fluor cs 1%, aGal spleen mod -17%, Tau ThT inhib -6%, GAA glycogen 4%, HTT cytoprotect -33%, Tau fibril FP 1%, GAA inhib -2% and aGlu spleen mod -2%.
`O=C(NCc1ccco1)c1ccc([N+](=O)[O-])o1` gave Tau fluor cs 1%, aGal spleen mod 9%, Tau ThT inhib -10%, GAA glycogen 2%, HTT cytoprotect 25%, Tau fibril FP -2%, GAA inhib 1% and aGlu spleen mod 3%.
Screening COc1ccc(C(=O)Nc2cc([N+](=O)[O-])ccc2N2CCN(C)CC2)cc1 returned Tau fluor cs -11%, aGal spleen mod 0%, Tau ThT inhib -13%, GAA glycogen 6%, HTT cytoprotect -20%, Tau fibril FP -10%, GAA inhib -6% and aGlu spleen mod -5%.
Screening Cc1cc(NC(=O)CCC(=O)N(CC(=O)NC2CCCC2)Cc2ccc3c(c2)OCO3)no1 returned Tau fluor cs 7%[2.34 µM], aGal spleen mod 2%, Tau ThT inhib -2%, GAA glycogen -12%, HTT cytoprotect -6%[10 µM], Tau fibril FP -2%[2.34 µM], GAA inhib inconclusive and aGlu spleen mod 5%.
Cc1noc(/C=C/c2cccs2)c1S(=O)(=O)N1CCC(C(=O)NCCCN2CCCC(C)C2)CC1 (stereo not drawn) was read as Tau fluor cs -15%, aGal spleen mod -6%, Tau ThT inhib -16%, GAA glycogen 3%, HTT cytoprotect -34%[inhibitor], Tau fibril FP 7%, GAA inhib -8% and aGlu spleen mod -7%.
For COc1ccc([N+](=O)[O-])cc1NC(=O)C(C)Sc1nc(-c2ccccc2)cs1 (stereo not drawn) the results were Tau fluor cs inconclusive, aGal spleen mod 6%, Tau ThT inhib inconclusive, GAA glycogen -8%, HTT cytoprotect 4%[10 µM], Tau fibril FP inconclusive, GAA inhib -4% and aGlu spleen mod 3%.
Screening Cc1ccc(S(=O)(=O)N2CCCN(S(=O)(=O)c3ccc4c(c3)OCCO4)CC2)cc1 returned Tau fluor cs -21%, aGal spleen mod 6%, Tau ThT inhib -9%, GAA glycogen -15%, HTT cytoprotect 0%[10 µM], Tau fibril FP 2%, GAA inhib -8% and aGlu spleen mod -7%.
Screening O=C1NC(=O)c2cc(Nc3ccccc3)c(Nc3ccccc3)cc21 returned Tau fluor cs 14µM*[quencher], aGal spleen mod inconclusive, Tau ThT inhib 14µM*, Tau fibril FP 0% and aGlu spleen mod -1%&-13%.
CCCCCCN1C=C/C(=C\C=C(C#N)C#N)c2ccccc21 was read as Tau fluor cs -10%, aGal spleen mod -1%, Tau ThT inhib inconclusive, GAA glycogen -7%, HTT cytoprotect 22%[1.9 µM], Tau fibril FP -19%, GAA inhib -4% and aGlu spleen mod 7%.
Screening O=C(Nc1ccccc1)NC1CC2CCC(C1)N2Cc1nnnn1Cc1ccc2c(c1)OCO2 (stereo not drawn) returned Tau fluor cs -9%, aGal spleen mod -1%, Tau ThT inhib 3%, GAA glycogen -2%, HTT cytoprotect 5%, Tau fibril FP 3%, GAA inhib -2% and aGlu spleen mod 1%.
Screening CC(C)CC(NC(=O)c1cccc(Cl)c1)C(=O)O (stereo not drawn) returned Tau fluor cs -12%, aGal spleen mod -4%, Tau ThT inhib -10%, GAA glycogen 11%, HTT cytoprotect 27%, Tau fibril FP 4%, GAA inhib -14%[15.4 µM] and aGlu spleen mod -3%.
For CCc1ccc(N2C(=O)C3C4CCC(C4=C(C)C)C3C2=O)cc1 (stereo not drawn) the results were Tau fluor cs -3%, aGal spleen mod -2%, Tau ThT inhib -6%, GAA glycogen -2%, Tau fibril FP 7%, GAA inhib -3% and aGlu spleen mod -4%.
`CCCC(=O)Nc1nc2ccc(OCC)cc2s1` gave Tau fluor cs -9%, aGal spleen mod -3%, Tau ThT inhib -10%, GAA glycogen 7%, HTT cytoprotect -23%, Tau fibril FP 12%, GAA inhib -21% and aGlu spleen mod -6%.
For CCOC(=O)C1Cc2ccccc2CN1 (stereo not drawn) the results were Tau fluor cs 3%, aGal spleen mod 9%, Tau ThT inhib -4%, GAA glycogen -4%, HTT cytoprotect -8%, Tau fibril FP 0%, GAA inhib 10% and aGlu spleen mod 3%.
For Cc1ccc(NCc2n[nH]c(=S)n2-c2ccccc2)cc1 the results were Tau fluor cs -3%, aGal spleen mod -3%, Tau ThT inhib -4%, GAA glycogen inconclusive, HTT cytoprotect -65%, Tau fibril FP 11%, GAA inhib 4% and aGlu spleen mod -9%.
CCCC1CCC(=C(C#N)C(N)=O)CC1 (stereo not drawn) was read as Tau fluor cs 10%, aGal spleen mod -2%, Tau ThT inhib 7%, GAA glycogen -1%, HTT cytoprotect -6%[10 µM], Tau fibril FP -2%, GAA inhib -6% and aGlu spleen mod -19%.
`CC(C)(C)C(=O)Nc1ccc(-c2cc3cc(Cl)ccc3o2)cc1` gave Tau fluor cs 14%, aGal spleen mod 0%, Tau ThT inhib 14%, GAA glycogen 4%, HTT cytoprotect -5%[10 µM], Tau fibril FP 4% and aGlu spleen mod 2%.

Screens: PubChem, National Center for Advancing Translational Sciences (NCATS)
